High-throughput results as filed in PubChem BioAssay.
PAX8 reporter = inhibitors of PAX8-driven TPO luciferase reporter, primary screen, RMG-I cells, single concentration; SteadyGlo, 24 h; inhibition, % at 12.6 µM; 360,000 compounds, 1.2% hits;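 active means mean replicate inhibition at least 60% with every replicate also reaching 60%; inconclusive means only one of the two criteria is met; inactive means mean below 60% and not all replicates reaching 60%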;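 further: luciferase light reporting Pax8 driven TPO promoter activity; plate controls were median of neutral control wells for no effect and mitoxantrone controls for full effect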
LGR2 antag = inhibitors of bursicon-induced LGR2 CRE-luciferase signal, primary screen, cell-based, HEK293, CRE-luciferase reporter, bursicon stimulation | Drosophila bursicon receptor LGR2 (rickets) | bursicon-stimulated, 4 h | inhibition, % at 9.99 µM | 380,000 compounds, 0.35% hits;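 active means drop in luminescence signal, shown as inhibition above about 50% in the replicate tests, limit read from the data, passing the limit was not always enough; inconclusive means probably only some replicates passing the limit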;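 further: agonist challenge used bursicon conditioned medium at about half maximal strength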
* hit, by the source's call; ? = inconclusive. The list is partial, so the mix of outcomes need not match the whole.

Fields: PAX8 reporter, LGR2 antag
CCCCCCCNC(=O)CC(NS(=O)(=O)c1ccc(NC(C)=O)cc1)C(C)C (stereo unspecified)
  5, 2
O=C(CCN1C(=O)C2C3C=CC(C4CC34)C2C1=O)Oc1ccc(Br)cc1 (stereo unspecified)
  10, 10
C=CCc1cc(Cl)ccc1OCCNCCCOC
  -5, 5
C/C(Cc1ccccc1)=N\NC(=O)CNC(=O)c1ccccc1Br
  -24, -4
CSc1c(SCc2ccccc2)cnn(-c2ccccc2)c1=O
  10, -26
N/C(Cc1ccc([N+](=O)[O-])cc1)=N\OC(=O)c1ccccc1Br
  -1, -17
CCc1ccc(/C=C(\C)C(=O)c2c(C)cc(C)[nH]c2=O)cc1
  10, 24
Clc1ccc(/C=N/NC2=Nc3cccc4cccc2c34)cc1
  -45, -73
COC(=O)/C(N=Nc1c(C)n(C)n(-c2ccccc2)c1=O)=C(\C)O
  11, -10
Cc1cccc(/C=N/n2c(-c3ccncc3)n[nH]c2=S)c1
  0, -13
CN(CCC1CCCCO1)C(=O)CCc1nnc(CCCCc2ccccc2)o1 (stereo unspecified)
  0, -3
Nc1ccc2c(c1)sc1ccccc12
  -99, -63
CCn1c(SCC(=O)N=Nc2c(O)[nH]c3ccccc23)nc2ccccc21
  25, 5
COc1ccc(NC(=O)c2ccc(Cl)nc2)cc1S(=O)(=O)N1CCCCC1
  -35, 5
CCOC(=O)c1ccc(N2NC(=O)/C(=C/c3ccc(OC(=O)c4ccco4)c(OC)c3)C2=O)cc1
  -4, -13

Remaining list, next part.
Fields: PAX8 reporter, LGR2 antag
Cc1cc(C)nc(NS(=O)(=O)c2ccc(NC(=O)c3cccc(N4C(=O)CCC4=O)c3)cc2)n1
  8, 13
COc1ccccc1N1CC(C(=O)Nc2nnc(SCc3ccccn3)s2)CC1=O (stereo unspecified)
  -3, 8
O=C(O)CC(Cc1ccc(Cl)cc1)C(=O)Nc1ccc([N+](=O)[O-])cc1 (stereo unspecified)
  15, 14
COc1cccc(N/C=C/c2onc(C)c2[N+](=O)[O-])c1
  -107, -48
Cc1cccc(CCNC(=O)CCS(=O)(=O)c2ccc(Br)cc2)c1
  18, 4
O=C(NN=C1CCCCCC1)c1c[nH]c2ccccc12
  -12, 2
CC(=O)N1CCN(CC(=O)Nc2ccccc2Sc2ccccc2)CC1
  0, -11
CSCc1ccc(C(=O)Nc2cccc(C)c2C)cc1
  -127, -32
COc1ccccc1-n1c(C)c2c(OC)cccc(=O)c2c1C
  13, 11
COc1cccc(CNC(=O)C(=O)NCCc2ccc(OC)c(OC)c2)c1
  5, 10
Cc1ccccc1NC(=O)CSc1ccc(-c2ccco2)nn1
  4, -14
CCOC(=O)/C(=C/c1ccc(Cl)cc1)NC(=O)c1ccco1
  16, 6
CS/C(=N\S(=O)(=O)c1cccs1)Nc1ccc(F)cc1
  0, 6
CN1c2ccccc2C2(C)CCCC3=Cc4cccc([N+](=O)[O-])c4OC312 (stereo unspecified)
  -3, 6
C=C(C)c1cccc(C(C)(C)NC(=O)NC2CC(C)(C)NC(C)(C)C2)c1
  0, 17

The results go on.
Fields: PAX8 reporter, LGR2 antag
CCOC(=O)c1c(NC(=O)c2cc3n(n2)C(C(F)(F)F)CC(c2cccs2)N3)sc(C)c1C (stereo unspecified)
  -7, -26
O=C(NCCCc1ccccc1)Nc1ccccc1
  -51, -14
CC(=O)Nc1ccc(-c2cn3cc(C)ccc3n2)cc1
  -46, 13
CCC(=O)Nc1ccc(C(=O)NCCCn2ccnc2)cc1
  5, 3
Fc1ccc(-c2cc(C(F)(F)F)nc(NCc3cccs3)n2)cc1
  -32, -17
COCCNCCCOc1ccc(C(C)(C)c2ccccc2)cc1
  12, 8
COc1ccccc1-n1c2nc3ccccc3nc2c2c(=O)n(-c3cc(C)cc(C)c3)cnc21
  14, -4
COc1ccc(/C=C/C(=O)NC(=S)NNC(=O)c2cccnc2)cc1
  0, 10
CCOC(=O)CNC(=O)N1CCCC(CCC(=O)NCc2ccc(F)c(F)c2)C1 (stereo unspecified)
  -6, -1
CC(C)(C)c1ccc(C(=O)N/C(=C/c2cccs2)C(=O)NCc2ccco2)cc1
  -15, 3
O=S(=O)(Nc1ncn[nH]1)c1ccc(Cl)cc1
  18, -13
O=C(/C=C/c1ccc(OC(F)F)cc1)OCC(=O)N1CCN(C(=O)c2ccco2)CC1
  -9, -11
CCOC(=O)c1cc2c(ccn2C)n1CC(=O)N(Cc1ccccc1)c1ccccc1
  8, 5
CC(C)CNC(=O)c1cccc(NC(=O)Cc2ccc(Cl)cc2)c1
  -23, -12
CC(C)C(NC(=O)OCc1ccccc1)C(=O)NC1CCCCC1 (stereo unspecified)
  -1, 3

Carrying on:
Fields: PAX8 reporter, LGR2 antag
Cn1cccc1/C=N\NC(=O)Cc1ccc(Br)c2ccccc12
  -18, 16
CN(CC(=O)NC(=O)NCc1ccccc1)Cc1ccc(Cl)c(Cl)c1
  -17, 5
Cc1ccc(S(=O)(=O)NCCC(=O)NCc2ccco2)cc1
  -3, 7
CSCCC(NS(=O)(=O)c1ccc(Cl)cc1)C(=O)OCC(=O)c1c(C)[nH]c2ccccc12 (stereo unspecified)
  18, 17
Cc1ccc(-n2c(C)cc(C(=O)COC(=O)c3ccc[nH]c3=O)c2C)cc1
  -54, -60
O=C(CSc1nnc(SCc2ccc(Cl)cc2)s1)c1ccc2c(c1)OCO2
  7, -23
O=c1cc(N2CCCCCC2)[nH]c(=O)n1-c1ccccc1Cl
  -5, -8
Cc1c(Cl)c([N+](=O)[O-])nn1Cc1ccc(C(=O)N/N=C\c2ccccn2)o1
  5, -1
COC(=O)c1ccc(N=NNc2ccccc2)cc1
  -100, -22
COc1ccc(OC)c(NC(=O)c2ccc(-c3cccs3)cc2)c1
  25, 17
COc1ccc(NC(=O)c2ccc(OC(F)F)cc2)cc1Cl
  -147, -71
CCOc1ccc(-c2csc(NC(=O)CSC3=NC(=O)CN3C(C)=O)n2)c2ccccc12
  6, 11
COc1ccc(CCn2c(-c3ccccc3)nc3c(c(=O)c4ccccc4n3C)c2=O)cc1
  13, -11
CCC(=O)Nc1ccc(NC(=S)NC(=O)c2oc3ccccc3c2C)cc1
  -8, -7
O=C(N/N=C/c1cccs1)c1ccc(NC(=O)c2ccccc2Cl)cc1
  1, 14

A draw from above in order of molar mass, falling:
Fields: PAX8 reporter, LGR2 antag
Cc1c(Cl)c([N+](=O)[O-])nn1Cc1ccc(C(=O)N/N=C\c2ccccn2)o1
  5, -1
COc1ccc(OC)c(NC(=O)c2ccc(-c3cccs3)cc2)c1
  25, 17
COc1ccc(NC(=O)c2ccc(OC(F)F)cc2)cc1Cl
  -147, -71

The results go on.
Fields: PAX8 reporter, LGR2 antag
CCOc1ccc2nc(Cl)c(C3CC(c4ccco4)=NN3S(=O)(=O)c3ccccc3)cc2c1 (stereo unspecified)
  -15, -14
O=C(CN1CCC(NC(=O)c2ccccc2F)CC1)Nc1ccc2c(c1)OCO2
  6, 4
COC(=O)/N=C/c1c(NCc2ccccc2)nc2c(C)cccn2c1=O
  41, 6
NC(=S)N=Nc1c(O)n(Cc2ccc(F)cc2)c2ccccc12
  27, 2
Cc1cc(/C=N\NC(=O)COc2cccc3cccnc23)c(C)n1-c1ccc(Br)cc1
  14, 4
O=C(COC(=O)c1cccc(S(=O)(=O)N2CCc3ccccc32)c1)Nc1ncc(C(F)(F)F)cc1Cl
  -7, ?
COc1cc(/C=C2/C(=O)CNC2=O)ccc1O
  -11, 1
COc1ccc(Br)cc1S(=O)(=O)n1ccnc1
  23, 7
CC(=O)c1cccc(NC(=O)COC(=O)C2=COCCO2)c1
  -19, -104
O=C(NC(=S)Nc1ccccc1N1CCOCC1)c1ccc(-c2cccc(Cl)c2)o1
  3, -4
Cc1c(N/C(=N/S(=O)(=O)c2ccc(Cl)cc2)c2ccccc2)c(=O)n(-c2ccccc2)n1C
  6, 0
CCCNNC(=O)C(O)(c1ccccc1)c1ccccc1
  2, -1
CC1=NN(c2ccc(C)cc2C)C(=O)C1C(c1ccccc1O)C1C(=O)N(c2ccc(C)cc2C)N=C1C (stereo unspecified)
  -3, 27
N#C/C(=C/c1cn(-c2ccccc2)nc1-c1cccc(S(=O)(=O)N2CCCC2)c1)C(=O)NCc1ccco1
  -2, 14
Cc1onc(-c2ccccc2Cl)c1C(=O)NC(=S)NCC(=O)c1ccccc1
  -17, -25

(further entries)
Fields: PAX8 reporter, LGR2 antag
CC1CC(C)CN(c2ccc([N+](=O)[O-])cc2-c2nn[nH]n2)C1 (stereo unspecified)
  3, 8
Cc1nc(C)c(CCNC(=O)c2cccc(Cl)c2)s1
  3, 3
c1ccc(Oc2cccc(OCCCCN3CCCC3)c2)cc1
  -7, 20
Cc1csc(NC(=O)c2cc(-c3ccccc3)nc3ccccc23)n1
  -6, -9
Clc1ccc(SCCCCN2CCOCC2)cc1
  -25, 9
COc1cc(CNC23CC4CC(CC(C4)C2)C3)ccc1OCc1ccccc1
  -4, 10
O=C(NN1C(=O)C2C3C=CC(C4CC34)C2C1=O)c1cccc(Cl)c1 (stereo unspecified)
  6, 2
O=C(CC(Nc1ccc(F)cc1)c1ccccc1)c1ccccc1 (stereo unspecified)
  -18, -18
CCCCOc1cccc(NC(=O)CSc2nncn2C)c1
  -9, 4
CCOC(=O)/C(N=Nc1cc(C(=O)O)cc(C(=O)O)c1)=C(\O)CCl
  19, 12
Cc1c(O)nc(SCC(=O)Nc2ccc3c4c(cccc24)CC3)n(-c2ccc(F)cc2)c1=O
  13, -12
Brc1ccc(-n2c(SCc3nc4ccccc4[nH]3)nnc2-c2ccncc2)cc1
  16, 2
CCOC(=O)C1(Cc2cccc(OC)c2)CCN(C(C)COC)CC1 (stereo unspecified)
  15, 5
CCOc1ccc(CN2CCN(CC(O)Cn3c4ccccc4c4ccccc43)CC2)cc1 (stereo unspecified)
  17, -2
COC(=O)c1ccc(NC(=O)CSC2=NC(=O)C(c3ccccc3)C(=O)N2)cc1 (stereo unspecified)
  7, -4

Next compounds:
Fields: PAX8 reporter, LGR2 antag
Cc1ccc(N(C(=O)c2ccc(S(=O)(=O)N(C)C)cc2)C2C=CS(=O)(=O)C2)cc1 (stereo unspecified)
  11, -25
COc1cc(NC(=O)c2cccnc2Sc2ccc(C)c(C)c2)cc(OC)c1OC
  10, 14
O=C(c1ccc([N+](=O)[O-])cc1)N1CCN(Cc2ccccc2[N+](=O)[O-])CC1
  -9, 0
COc1cc2ccccc2cc1C(=O)NC(=S)Nc1nnn(C)n1
  -19, 13
COc1ccc(CCNC(=O)CNC(=O)Cn2cnc3sc(C)c(C)c3c2=O)cc1OC
  14, -22
CCOC(=O)C(=O)Nc1cc([N+](=O)[O-])ccc1C
  30, 14
COc1ccc(OCC(=O)NNC(=O)C(=O)N2CCCC2)cc1
  -12, 8
Brc1ccc(Cn2c(-c3ccc(Br)o3)nc3ccccc32)o1
  -5, 21
O=C1S/C(=C\c2ccc(Cl)cc2)C(=O)N1CCn1cnnn1
  20, -2
COc1ccc(C2=NCCc3cc(OC)c(OC)cc32)cc1OC
  11, -9
C=CCN1C(=O)/C(=C/c2ccccc2)S/C1=N/c1nccs1
  -52, -26
Cn1c(=O)c([N+](=O)[O-])c(NCCc2ccccc2)c2ccccc21
  20, -15
NC(=S)NN=C1c2cc(S(=O)(=O)N3CCOCC3)ccc2-c2ccc(S(=O)(=O)N3CCOCC3)cc21
  22, -13
CC(C)NC(=O)N(C)C[C@@H]1OCCCC[C@@H](C)Oc2ccc(NC(=O)CCC(F)(F)F)cc2C(=O)N([C@H](C)CO)C[C@H]1C
  13, 1
CCOC(=O)C1=C(C)NC(=O)NC1c1ccc(Br)o1 (stereo unspecified)
  -11, 10
O=C(CNC(=O)c1cccc(F)c1)OCC(=O)N1CCCCC1
  -23, -1
O=C1c2ccccc2C2=Nc3ccccc3SC(c3cccc(F)c3)C12 (stereo unspecified)
  29, 21

Compounds shown so far with fluorine (14):
Fields: PAX8 reporter, LGR2 antag
CS/C(=N\S(=O)(=O)c1cccs1)Nc1ccc(F)cc1
  0, 6
CCOC(=O)c1c(NC(=O)c2cc3n(n2)C(C(F)(F)F)CC(c2cccs2)N3)sc(C)c1C (stereo unspecified)
  -7, -26
Fc1ccc(-c2cc(C(F)(F)F)nc(NCc3cccs3)n2)cc1
  -32, -17
CCOC(=O)CNC(=O)N1CCCC(CCC(=O)NCc2ccc(F)c(F)c2)C1 (stereo unspecified)
  -6, -1
O=C(/C=C/c1ccc(OC(F)F)cc1)OCC(=O)N1CCN(C(=O)c2ccco2)CC1
  -9, -11
COc1ccc(NC(=O)c2ccc(OC(F)F)cc2)cc1Cl
  -147, -71
O=C(CN1CCC(NC(=O)c2ccccc2F)CC1)Nc1ccc2c(c1)OCO2
  6, 4
NC(=S)N=Nc1c(O)n(Cc2ccc(F)cc2)c2ccccc12
  27, 2
O=C(COC(=O)c1cccc(S(=O)(=O)N2CCc3ccccc32)c1)Nc1ncc(C(F)(F)F)cc1Cl
  -7, ?
O=C(CC(Nc1ccc(F)cc1)c1ccccc1)c1ccccc1 (stereo unspecified)
  -18, -18
Cc1c(O)nc(SCC(=O)Nc2ccc3c4c(cccc24)CC3)n(-c2ccc(F)cc2)c1=O
  13, -12
CC(C)NC(=O)N(C)C[C@@H]1OCCCC[C@@H](C)Oc2ccc(NC(=O)CCC(F)(F)F)cc2C(=O)N([C@H](C)CO)C[C@H]1C
  13, 1
O=C(CNC(=O)c1cccc(F)c1)OCC(=O)N1CCCCC1
  -23, -1
O=C1c2ccccc2C2=Nc3ccccc3SC(c3cccc(F)c3)C12 (stereo unspecified)
  29, 21
